# From PubChem
# KDM5B inh = KDM5B demethylase inhibition; Q9UGL1; KDM5B demethylase, FDH-coupled NADH fluorescence (FDH is formaldehyde dehydrogenase); Potency, µM (top dose mostly 57.7 µM), for the others: at the top dose activity change, negative = inhibition, usual class: inhibitors; 220,000 compounds, 2.6% hits; AID 1347165; active means well fitted inhibition curve with a large enough effect; inconclusive means small, poorly fitted or top-dose-only effect; inactive means no such curve, though single readings can be large or run the other way; further: 0% is about no effect; nearly all actives have a fitted effect of over 70% in size
#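 KDM5BΔAP (200 nM final) in 50 mM HEPES pH 7.5, 0.01% Tween-20 was preincubated 10 min at RT with compound over a concentration range. Substrate mix (H3K4me3 12.5 µM, α-KG 25 µM, Fe²⁺, ascorbate, NAD⁺, FDH) was added, and NADH fluorescence change over 30 min gave dose-response curves.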
# The depositor's hits bear a star; i = inactive; ? = inconclusive; [ ] = remark or other dose. Potency means the concentration at half of the fitted maximal effect.
# The first 6 records, ahead of the listing:
canonical_smiles,KDM5B inh
CCn1cnc2c1c(=O)n(CC(=O)NCc1cccs1)c(=O)n2Cc1ccccc1,4%
C[C@@H](NC(=O)C1CCCCC1)c1c(-c2ccc(F)cc2)noc1C(=O)O,?
CC(=O)N1CCC(Oc2ccccc2-c2nc(C)no2)C1 (centres undefined),?
CC(C)C(O)(C(=O)NNc1ccccc1)C(C)C,17%
CCOc1cc(=O)n2c(c1C(=O)Nc1ccc(F)cc1)CCCC2,-19%
Cc1cc(N2CC(C(=O)Nc3nccs3)CC2=O)ccc1C(C)C (centres undefined),3%

# Main list, from the first entry:
canonical_smiles,KDM5B inh
CCn1cnc2c1c(=O)n(CC(=O)NCc1cccs1)c(=O)n2Cc1ccccc1,4%
C[C@@H](NC(=O)C1CCCCC1)c1c(-c2ccc(F)cc2)noc1C(=O)O,?
CC(=O)N1CCC(Oc2ccccc2-c2nc(C)no2)C1 (centres undefined),?
CC(C)C(O)(C(=O)NNc1ccccc1)C(C)C,17%
CCOc1cc(=O)n2c(c1C(=O)Nc1ccc(F)cc1)CCCC2,-19%
Cc1cc(N2CC(C(=O)Nc3nccs3)CC2=O)ccc1C(C)C (centres undefined),3%
Cc1ccccc1C(=O)Nc1ccccc1C(=O)NC1CC1,14%
CS(=O)(=O)N1CCCC(C(=O)NCc2ccc(OCC3CC3)nc2)C1 (centres undefined),9%
CNC(=O)c1cc[nH]c1C1CCCN(C(=O)c2ccc(Br)o2)C1 (centres undefined),14%
CC(=O)Nc1cc(C(=O)NCCSC2CCCC2)ccc1C,13%
CN(C)C(C(=O)N(Cc1cccc(O)c1)C1CC1)c1ccccc1F (centres undefined),-3%
CCc1ccccc1NC(=O)c1ccc2c(SCC(=O)O)c3c(nc2c1)CCC3,-25%
COc1ccc(CN2CC[C@@H]3[C@H]2C(=O)NC[C@H](CCC(=O)N2CCOCC2)N3C)cc1,-41%[86.2 µM]
Cn1cccc1CN1CCC2(CC1)CN(c1ncccn1)CC2CO (centres undefined),32µM*
COCCOC1CN(C2CCN(C(=O)NC(C)C)CC2)C12CCCCC2 (centres undefined),0%
Cc1ccsc1C(=O)N(Cc1ccccn1)C1CC1,16%
CCc1nncn1C1CCN(S(=O)(=O)c2cc(F)ccc2OC)CC1,5%
Cc1nc(-c2cccc(Cl)c2)n(CC(=O)NCc2ccc(F)cc2)c(=O)c1CCO,11%
CCCOc1cccc(C2c3c(oc4ccc(F)cc4c3=O)C(=O)N2CCCN2CCOCC2)c1 (centres undefined),-11%
CCOc1ccc(/C=C/c2nc(C#N)c(NCc3ccccc3)o2)cc1,?
CCCCCn1c(=O)[nH]c2cc(C(=O)NCc3ccc(C)cc3)ccc2c1=O,2%
O=C1NC2(CCN(S(=O)(=O)c3ccc(F)cc3)CC2)N=C1c1cccs1,15%
COc1ccc(-n2nc(C(=O)NCC(=O)NC3CCCCC3)c3ccccc3c2=O)c(OC)c1,17%
CC(=O)N[C@@H]1CN(C(=O)C2(c3ccccc3)CC2)C[C@H]1CO,10%
CCc1ccc(NC(=O)Cn2c(-c3cccc(Cl)c3)nc(C)c(CCO)c2=O)cc1,-1%
CC1=C(C(=O)Nc2cccnc2)C(c2ccccc2Cl)n2nc(-c3ccccc3)nc2N1 (centres undefined),-8%
O=C1NCc2ccccc2CC12CCN(CC1CCOCC1)CC2,3%[149 µM]
CC(=O)Nc1ccc2c(C(C(=O)O)N3CCN(c4cc(C)c5ccccc5n4)CC3)c[nH]c2c1 (centres undefined),?
CSc1ccc(NC(=O)C2CCN(c3ncccn3)CC2)cc1,?
CN1C[C@@H]2CCCN3CCC[C@@H]([C@H]23)[C@H]1CCCC(=O)N1CCCCC1,-25%
Cc1nc(N)sc1C,-13%
CCc1ccc(NC(=O)Cn2nc3c(cc2=O)CC(C)CC3)cc1 (centres undefined),10%
Cc1ccc(C#N)c(-c2cc(NCc3cccnc3)nc3[nH]ccc23)n1,?
O=C(c1ccccc1F)N1CCN(c2cc(-c3cccs3)[nH]n2)CC1,-24%
O=C(CCCN1C(=O)NC2(CCCC2)C1=O)Nc1cnc2ccccc2c1,15%
O=C1N(c2ccccc2)c2ccccc2C12CCN(Cc1cccnc1)C2 (centres undefined),18%[115 µM]
Cc1cc(Cl)ccc1NC(=O)Cn1nc(C(=O)O)c2ccccc2c1=O,-10%
Cn1nc(C(=O)N(Cc2ccc3c(c2)OCO3)C2CCCC2)c2ccccc2c1=O,4%
OCc1cnc2ccccc2c1,-5%
COc1ccc(NC(=O)C(=O)NCC2(c3ccccc3)CCCC2)c(OC)c1,-51%
Cc1ccc2nc3c(n2c1)C(c1ccccc1OCCN(C)C)CC(=O)NC3 (centres undefined),32µM*
COCCNC(=O)CCCN1C(=O)COc2ccc(C(=O)COc3ccc(Cl)cc3C)cc21,15%
CN(Cc1ccccc1)C(=O)c1cn(C)c2ccc(S(=O)(=O)N(C)C3CCCCC3)cc2c1=O,-10%
COc1ccc(CCC(=O)NC2CC(=O)N(c3ccc(OC)cc3)C2)cc1 (centres undefined),-7%
Cc1ccccc1C(=O)N(Cc1sccc1C)C1CCS(=O)(=O)C1 (centres undefined),-22%
Cc1nc2ccn(Cc3cccnc3)c(=O)c2cc1C(=O)Nc1ccc(F)cc1F,?
CC1CCC2(CC1)NC(=O)N(CC(=O)NC(C)CCc1ccccc1)C2=O (centres undefined),11%
c1ccc(Sc2ccccn2)cc1,?
COc1ccc(-c2cc(N3CCC(NC(=O)c4ccc(Br)cc4)C3)n[nH]2)cc1 (centres undefined),11µM*
COCCOCC(=O)N1CCCCCC1c1nnc(-c2ccccc2)o1 (centres undefined),-14%
O=C(NCCc1ccccn1)c1ccc(F)cc1,13%
COc1cc(C(=O)N2CCCN(S(C)(=O)=O)c3ccccc32)cc(OC)c1OC,-11%
CCOc1ccc(-n2c(SCC(=O)N3CCC(C(=O)O)CC3)nc3ccccc3c2=O)cc1,20%
CCn1cc(C(=O)NCCc2ccc(Cl)cc2)c(=O)c2cc(S(=O)(=O)N3CCc4ccccc4C3)ccc21,-8%
CCN1CCN(CCNC(=O)CC2CCN(C(=O)c3cc(OC)c(OC)c(OC)c3)CC2)CC1,-6%
Cc1nc(C2(C)CCN(C(=O)CCCC(=O)n3nc(C)c4ccccc43)CC2)no1,13%
Cc1ccc(C)c(CSc2nc3ccncc3n2Cc2nc(-c3ccccc3Cl)oc2C)c1,-18%
COc1ccccc1N1CCN(C(=O)C[C@@H]2O[C@H](CNC(=O)c3cccc(F)c3)[C@@H](O)[C@H]2O)CC1,-11%
Cn1c(=O)c2c(nc(N3CCN(c4ccccn4)CC3)n2Cc2ccccc2Cl)n(C)c1=O,-4%
c1ccc(CC2=NOC3(CCN(CC4CCCCC4)CC3)C2)cc1,-5%[115 µM]

# Additional compounds:
canonical_smiles,KDM5B inh
Cc1ncc2c(c1CNC(=O)Cc1ccc(C(F)(F)F)cc1)CCNC2,?
CCCn1nc(C)cc1-c1nn2c(-c3cccc(F)c3)nnc2s1,-7%
Cc1cccc(NC(=O)N2CCCCC2c2nc(-c3cnccn3)n[nH]2)c1 (centres undefined),?
O=c1cc(-c2ccc(F)cc2)nc(SCc2nc(-c3ccccc3Cl)no2)[nH]1,-15%
O=C(NCCc1ccccc1)N1CC(Oc2ccccc2-c2nc(-c3ccccc3)no2)C1,25µM*
Cc1cnc(C2CCC2)n1CCNS(=O)(=O)c1cc(F)ccc1F,0%
CCOc1ccc(NC(=O)C(C)Oc2ccccc2OC)c2cccnc12 (centres undefined),-29%
CC(C)(C)OC(=O)N1CCC(c2c(C(=O)N3CCN(Cc4ccccc4)CC3)cnn2-c2ccc(Cl)cc2)CC1,-4%
Cc1ccc(-c2nnc(Nc3ccc(Br)cc3)c3ccccc23)cc1S(=O)(=O)NCc1nc2ccccc2[nH]1,?
C=CCSC1=N/C(=C\c2ccc(C)s2)C(=O)S1,-22%
Cc1cc(C)c2cccc(C)c2n1,24%
c1ccc(-c2nnc(SCc3nc4ccccc4o3)o2)cc1,?
CSc1ccc(-c2cccc(C=O)c2)cc1,-16%[149 µM]
COc1cccc(NC(=O)c2cnc(SCC(=O)N3CCOCC3)n(C)c2=O)c1,12%
O=C(CN(C(=O)CNS(=O)(=O)c1ccc(F)cc1)c1ccccc1)NCc1ccco1,-5%

Structure: COc1ccc(C2=NN(c3nc(C)cs3)C(c3ccccc3)C2)cc1 (centres undefined)
  KDM5B inh = i
Structure: Cc1ccc(S(=O)(=O)NCC2CCC(C(=O)NCC(=O)NCc3ccco3)CC2)cc1 (centres undefined)
  KDM5B inh = 12%
Structure: Cn1cc(-c2ccc3c(n2)CN(CCOc2ccccc2)C(=O)CO3)cn1
  KDM5B inh = ?
Structure: COc1ccc2cc(C(=O)N3CCN(c4ccccc4OC)CC3)[nH]c2c1
  KDM5B inh = ?
Structure: O=C1NCCCCCCN(C(=O)c2ccoc2)[C@H]2CCCC[C@@H]12
  KDM5B inh = 6%
Structure: Cn1ccnc1CNC(=O)CC(c1cccc(O)c1)c1ccccc1Cl (centres undefined)
  KDM5B inh = -25%
Structure: Cc1ccc(OCC(=O)NC2CCS(=O)(=O)C2)c(C)c1 (centres undefined)
  KDM5B inh = 2%
Structure: Cc1ccc(N2CCN(C(=O)c3cc4ccccc4[nH]3)CC2)cc1
  KDM5B inh = ?
Structure: COc1ccc(CNc2nc3ccccc3c3nc(-c4ccccc4)nn23)cc1
  KDM5B inh = ?
Structure: CCC(=O)NC[C@H]1O[C@H](Cc2cc(COc3ccccc3)on2)CC[C@@H]1O
  KDM5B inh = 11%[86.2 µM]
Structure: O=C(O)c1cccc(COc2ccc3c(c2)CCC3)c1
  KDM5B inh = -8%
Structure: Cc1nc(-c2c3n(c(=O)n(CC(=O)Nc4ccc(C)c(Cl)c4)c2=O)CCCC3)no1
  KDM5B inh = 22%
Structure: COc1ccc(OC)c(CNS(=O)(=O)c2ccc3c(c2)CCCN3C(C)=O)c1
  KDM5B inh = 8%
Structure: CC[C@H]1CN(C(=O)c2ccc(F)cc2)CC[C@H]1CC(=O)NC(C)C
  KDM5B inh = -14%[86.2 µM]
Structure: Fc1ccc(CN2CCC3(CC2)CC(c2cccc(C(F)(F)F)c2)=NO3)cc1
  KDM5B inh = ?

Structure: CCOc1ccc(CN2CCCC(COc3ccccc3C(=O)NC(C)C)C2)cc1 (centres undefined)
  KDM5B inh = 10%
Structure: Cc1c(C)c2ccc(OC(C)C(=O)NCc3cccnc3)cc2oc1=O (centres undefined)
  KDM5B inh = ?
Structure: CCCCOC(=O)c1nc2ccccc2nc1NCc1ccc2c(c1)OCO2
  KDM5B inh = 10%
Structure: O=C(c1ccccc1)N1N=C(c2ccc(F)cc2)CC1(O)C(F)(F)F (centres undefined)
  KDM5B inh = -7%
Structure: O=C(c1ccccc1)N1CCC2(CC1)SCC(=O)N2c1ccccc1
  KDM5B inh = -12%
Structure: CC(CNC(=O)Cc1n[nH]c(=O)c2ccccc12)(c1ccccc1)c1ccccc1
  KDM5B inh = 23%
Structure: COc1ccc(-n2cnc3scc(-c4ccc(OC)c(OC)c4)c3c2=O)cc1
  KDM5B inh = -7%
Structure: CC(C)n1c(C2CC(=O)N(c3cccc(C(F)(F)F)c3)C2)nc2ccccc21 (centres undefined)
  KDM5B inh = 10%
Structure: CCN1C(=O)CCN(C(=O)c2cnc(C)cn2)CC12CCOCC2
  KDM5B inh = 18%
Structure: COc1cccc(C2CC(=O)Nc3c2c(=O)nc2c(C)cccn32)c1OC (centres undefined)
  KDM5B inh = -11%
Structure: Cc1[nH]c(C(=O)NCCc2ccc(F)cc2)c(C)c1C(=O)OC(C)C
  KDM5B inh = 0%
Structure: CN(C(=O)c1ccc(-c2nnc3ccc(NC(=O)C4CCC4)cn23)cc1)C1CCCCC1
  KDM5B inh = ?
Structure: COCc1ncc2c(n1)CCCN(CC(=O)Nc1ccccc1)C2=O
  KDM5B inh = -19%
Structure: COc1cccc(N2C(=O)OCC23CCN(Cc2cccc(F)c2)C3)c1 (centres undefined)
  KDM5B inh = -12%[86.2 µM]
Structure: CC(=O)N1CCN(CC[C@@H]2CC[C@H](O)[C@@H](C(=O)N3CCOCC3)O2)CC1
  KDM5B inh = -13%[86.2 µM]

Structure: Cc1ncccc1C(=O)N1CCCCCCNC(=O)[C@@H]2CCCC[C@@H]21
  KDM5B inh = 8%
Structure: CCOc1ccc(S(=O)(=O)N2CCC(C(=O)OC(C)C(=O)NC3CCCCC3C)CC2)cc1 (centres undefined)
  KDM5B inh = 10%
Structure: Cc1cccn2c(=O)c3cc(C(=O)N(Cc4ccccc4)Cc4ccccc4)n(C)c3nc12
  KDM5B inh = ?
Structure: O=c1cc(-c2ccccc2)c2ccc(OCc3ccccc3)cc2o1
  KDM5B inh = ?
Structure: O=C(Cn1nc2n(c1=O)CCCCC2)NCCC1=CCCCC1
  KDM5B inh = 37%
Structure: COc1ccc(NC(=O)C2CC(=O)N(c3n[nH]c4cccc(F)c34)C2)c(OC)c1 (centres undefined)
  KDM5B inh = -13%
Structure: Cc1cc(C)c(OCC(=O)Nc2ccc(N3CCN(C(=O)C(C)C)CC3)cc2)c(Cl)c1
  KDM5B inh = -12%
Structure: COC(=O)CC1Oc2ccccc2-n2cc(-c3ccc(Cl)cc3)nc21 (centres undefined)
  KDM5B inh = ?
Structure: O=C(CCc1cccc(F)c1)N1CCC(C(=O)O)(n2cccn2)CC1
  KDM5B inh = -25%
Structure: CN(NC1OC(=O)c2ccccc21)c1ccc(C(F)(F)F)cc1[N+](=O)[O-] (centres undefined)
  KDM5B inh = 7%

# Records above shown as hits in KDM5B inh.
Structure: Cn1cccc1CN1CCC2(CC1)CN(c1ncccn1)CC2CO (centres undefined)
  KDM5B inh = 32µM*
Structure: Cc1ccc2nc3c(n2c1)C(c1ccccc1OCCN(C)C)CC(=O)NC3 (centres undefined)
  KDM5B inh = 32µM*
Structure: COc1ccc(-c2cc(N3CCC(NC(=O)c4ccc(Br)cc4)C3)n[nH]2)cc1 (centres undefined)
  KDM5B inh = 11µM*
Structure: O=C(NCCc1ccccc1)N1CC(Oc2ccccc2-c2nc(-c3ccccc3)no2)C1
  KDM5B inh = 25µM*

# This is a subset; count on the stated rates, not on these rows.
